HepG2 tox = qHTS for Inhibitors of TGF-b: Cytotox Counterscreen; 410,000 compounds, 0.76% hits; HepG2 CAGA-GFP viability, ATP luminescence, 18 h; Potency, µM (top dose mostly 46.1 µM), for inactives: at the top dose activity change, negative = cytotoxicity, most hits filed as cytotoxic; note: potency is the fitted concentration of half-maximal effect; some results filed as inactive show a strong effect at the top dose
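CellTiter-Glo luminescence gave cytotoxicity after 18 hours at 37 degrees C. The cells were HepG2 CAGA-GFP in 1% FBS DMEM, stimulated with 500 pg/mL TGF-beta after compound addition. %Activity was normalised to no-cell wells (complete cell-killing) and DMSO (no toxicity), and curves were fitted and classified.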
pAkt inh = HTS Assay for Inhibitors of Akt Phophorylation: Primary Screen; Neuro2A IGF-stimulated pAkt S473 HTRF, 20 min; stronger effect = lower value; activity change, % for hits at 50 µM; 360,000 compounds, 0.32% hits; AID 651550, 2012; in the data active = activity change below about -80%; inconclusive = mostly about -51% to -80%; note: % is set by controls: 0 for no effect and ±100 for the full control effect
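Single-point screen (50 µM final compound) in Neuro2A cells stimulated 20 min with 6 nM IGF at 37 deg C. After lysis, Ser473-phosphorylated Akt read by HTRF (ex 330 nm, em 615/665 nm) as the 665/615 ratio.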
TGFb SMAD3 inh = qHTS for Inhibitors of TGF-b; Potency, µM (highest dose often 46.1 µM), inactives show at the highest dose activity, negative = inhibition, usual class: inhibitors; HepG2 CAGA-GFP TGF-b/SMAD3 reporter, GFP fluorescence, 18 h; TGF-beta stimulated, 500 pg/mL final; 410,000 compounds, 1.2% hits; note: potency is the fitted concentration of half-maximal effect; % is set by controls: 0 for no effect and ±100 for the full control effect; nearly all actives have a fitted effect of over 65% in size
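Per well, imaged GFP fluorescence of HEPG2 CAGA-GFP cells gives the signal; cells get compound, then TGF-beta (500 pg/mL final), 18 h at 37 degrees C; %Activity versus -TGF-beta and +DMSO controls.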
A549 viability = Nrf2 qHTS screen for inhibitors: counterscreen for cytotoxicity; A549 ARE-Fluc cells, CellTiter-Fluor viability, 18-24 h; Potency, µM (highest dose often 46 µM), without a hit: top-dose activity change, negative = cytotoxicity, actives largely listed as inhibitors; 390,000 compounds, 0.16% hits; note: potency is the fitted concentration of half-maximal effect; % is set by controls: 0 for no effect and ±100 for the full control effect
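A549 ARE_Fluc cells in 5% FBS OPTI-MEM were exposed to compounds in concentration-response for 18-24 h at 37 deg C. Viability was read by CellTiter-Fluor fluorescence (Ex 405/Em 525) after 30 min, before the luciferase read.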
Nrf2 inh = Nrf2 qHTS screen for inhibitors | A549 ARE-Fluc reporter, luciferase luminescence, 18-24 h | Potency, µM (highest dose often 46 µM), without a hit: at the top dose activity change, negative = inhibition, actives largely listed as inhibitors | 360,000 compounds, 2.1% hits; note: potency is the fitted concentration of half-maximal effect; % is set by controls: 0 for no effect and ±100 for the full control effect; nearly all actives have a fitted effect of over 60% in size
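A549 ARE_Fluc cells (5000/well, 5% FBS OPTI-MEM) pre-incubated 2 h, then treated with compounds 18-24 h at 37C/5% CO2 in concentration-response. CellTiter-Fluor viability read first; BugLite luciferase luminescence after 15 min at room temperature gives Nrf2 activity.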
Abeta rescue = qHTS for compounds that reverse cellular toxicity of Amyloid beta (A-beta) peptide in yeast: Primary Screen. Potency, µM (titrated, usually from 46.1 µM), without a hit: at the top dose growth rescue, usual class: activators. 410,000 compounds, 0.063% hits. yeast expressing A-beta42, growth rescue, OD600, 48 h; response scale: 0% DMSO, 100% iron-clioquinol control; note: potency is the fitted concentration of half-maximal effect; nearly all actives have a fitted effect of over 55% in size
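Growth rescue measured by 600 nm absorbance after 48 h yeast culture at 30 C with compound. Values normalized between DMSO and an equimolar ferric chloride plus clioquinol control.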
CCT chaperon mod = High-Throughput Screening for Modulators of Cytosolic Chaperonin Activity; purified chaperonin ATPase assay, HTRF ADP detection, 30 min; activity change, % (no concentration beside the values), hits read low; 360,000 compounds, 0.3% hits; AID 651819, 2012; in the data active = activity change below about -30%; note: % is set by controls: 0 for no effect and ±100 for the full control effect
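TRiC (40 or 20 nM final, by batch activity) in 30 mM Tris pH 7.4, 100 mM KCl, 5 mM MgCl2, 1 mM DTT was treated with compound at 76 uM single dose, then 10 uM ATP, 30 min at 37 °C. ADP was read by HTRF Transcreener.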
Mm-Cpn inhibitor = Inhibitors of TCP-1 ring complex (TRiC) of Methanococcus maripaludis (MmCpn): qHTS; Potency, µM (titrated, usually from 76.9 µM), inactives show at the top dose activity, negative = inhibition, usual class: inhibitors; purified Mm-Cpn ATPase, ADP Transcreener TR-FRET; AID 504842, 2011; 330,000 compounds, 0.031% hits; Chaperonin Mm-Cpn (Methanococcus maripaludis); note: potency is the fitted concentration of half-maximal effect; % is set by controls: 0 for no effect and ±100 for the full control effect; nearly all actives have a fitted effect of over 80% in size
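ATP (10 uM final) was added to archaeal chaperonin (25 nM final) after 10 min exposure to test compound at 37°C; after 30 min further incubation, ADP was detected by competitive TR-FRET.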
Nrf2 ARE act = qHTS of Nrf2 Activators; 410,000 compounds, 0.31% hits; AREc32 ARE-luciferase reporter (MCF7-derived line), luminescence, 24 h; AID 624171, 2012; Potency, µM (highest dose often 46.1 µM), for the others: at the highest dose activation, usual class: activators; note: potency is the fitted concentration of half-maximal effect; % of control where 0% means no effect; nearly all actives have a fitted effect of over 65% in size
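AREc32_Fluc, 1000 cells/well, OPTI-MEM + 5% FBS, o/n 37 deg C 5% CO2; 23 nL cpd by pin tool, 24 hr; Steady-Glo 30 min RT, luminescence.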
The depositor's hits bear a star; i = inactive; ? = inconclusive; . = not tested or not shown; [ ] = dose if it differs, or a comment. Unless noted, calls come from the whole dose curve; as a rule, active = well fitted curve in the direction sought with a large enough effect; inconclusive = small, poorly fitted or top-dose-only effect, or another doubt; inactive = no such curve, though single readings can be large; an effect the other way counts as inactive or inconclusive.

Values in the order: Nrf2 ARE act	Mm-Cpn inhibitor	Nrf2 inh	A549 viability	HepG2 tox	TGFb SMAD3 inh	Abeta rescue	pAkt inh	CCT chaperon mod
1: Cc1nc2ccc(NC(=O)c3ccc(S(=O)(=O)N(C)C)cc3)cc2s1
    0.4%	0%	?	1%	-51%	1%	2%	i	1.9
2: CCc1ccccc1NC(=O)c1cc([N+](=O)[O-])ccc1N1CCOCC1
    -0.1%	-1%	18%	-15%	-15%	11%	7%	i	-2.0
3: CC(=O)OC(C(=O)NCCc1ccccc1)c1cccnc1 (stereo not given)
    -0.3%	-6%	4%	11%	-4%	-2%	0%	i	-1.9
4: Cc1ccc(C(=O)N/N=C/c2ccc(OC(=O)c3ccccc3Cl)cc2)cn1
    -0.5%	-2%	?	-9%	-26%	?	-18%	i	1.4
5: COc1ccccc1NC(=O)c1ccc2nc(N3C(=O)CCC3=O)sc2c1
    -0.6%	-10%	2%	-1%	8%	-4%	-14%	i	-0.6
6: COCCCNC(=O)CSC1=Nc2ccccc2C2=NC(CCC(=O)NCc3ccc(OC)cc3)C(=O)N12 (stereo not given)
    0.1%	.	.	13%	-17%	-10%	-16%	.	.
7: COc1ccc(CCN(C)C(=O)c2cc(S(=O)(=O)NCc3ccccc3)ccc2C)cc1OC
    0.6%	0%	16µM*	-9%	2%	3%	2%	i	-0.8
8: Cc1ccc(/C=C/C(=O)NC(C)c2ccccc2)cc1 (stereo not given)
    1.6%	1%	-6%	-6%	2%	3%	18%	i	0.6
9: CNC(=O)C(=O)N/N=C/c1ccccn1
    -0.3%	-5%	-5%	0%	1%	-2%	10%	i	-1.6
10: COc1cc2nc(C3CC3)n(NC(=O)c3ccc(F)cc3)c(=O)c2cc1OC
    -0.7%	-2%	-17%	-6%	7%	-22%	11%	i	-2.0
11: CCCCCCN1C[C@@H](O)[C@H](n2cc(COC(=O)c3ccccc3)nn2)C[C@@H]1c1ccccc1
    0.4%	.	.	.	8%	17%	4%	i	-0.1
12: COC(=O)C1=C(C)OC(N)=C(C#N)C1c1ccc(OC)c(CSc2ccccn2)c1 (stereo not given)
    ?	-2%	-3%	3%	-36%	1%	-6%	i	0.4
13: O=C(NCCOc1cccnc1)C1CCC(=O)N(Cc2ccccc2F)C1 (stereo not given)
    0.4%	-1%	0%	0%	-13%	-12%	-8%	i	-2.0
14: Nc1cc(=O)[nH]n1C1CCN(c2ccccc2)CC1
    -0.5%	0%	-10%	-6%	2%	30%[activator]	0%	i	-1.8
15: COc1ccc(/C=N/Nc2nc(-c3ccc(C)cc3)c(C#N)c(=O)[nH]2)cc1
    -1.1%	?	-12%	9%	-19%	1%	4%	i	-0.7
16: CC1CCN(C(=O)CCNS(=O)(=O)c2ccc3c(c2)oc(=O)n3C)CC1
    -1.6%	2%	-4%	0%	0%	-2%	-7%	i	1.0
17: CCOc1cc(S(=O)(=O)Nc2ccc(Cl)cn2)ccc1F
    2.1%	-3%	.	0%	-22%	9%	9%[9.22 µM]	i	-5.7
18: CCN(c1ccccc1)S(=O)(=O)c1ccc(C(=O)N2CCOCC2)cc1
    -0.6%	-1%	-1%	-1%	-2%	-10%	11%	i	-3.2
19: CCOc1ccccc1C(C(=O)NCCOC)N(CCOC)C(=O)Cn1nnc2ccccc21 (stereo not given)
    0.1%	3%	2%	-16%	6%	2%	-10%	i	-2.3
20: COc1ccc(Cl)cc1C(=O)NCCN1CCOCC1
    -0.2%	-1%	7%	-5%	-17%	5%	0%	i	1.4
21: COC(=O)Cn1cnc2c(Cl)nc(F)nc21
    5.6%	4%	28%	2%	1%	-13%	4%	i	-0.1
22: C/C(=N/N=C(/N)SCc1ccccc1)C(C)(C)C
    0.6%	3%	?	7%	16%	2%	9%	i	-5.3
23: O=S(=O)(c1ccc(NCCOCCO)nc1)N1CCCCC1
    0.0%	-3%	7%	0%	6%	0%	0%	i	-0.7
24: O=C(c1cc2cc(Br)ccc2o1)N1CCOCC1
    0.4%	1%	2%	0%	12%	26%	-4%	i	-1.7
25: CCCCn1cc(C(C)(C)C)c(C#N)c1NC(C)=O
    0.0%	-1%	-18%	2%	-23%	-9%	6%	i	-0.1
26: CC1CCc2c(sc(NC(=O)CSc3nnc(-c4ccccc4)o3)c2C#N)C1 (stereo not given)
    -0.3%	-1%	8%	8%	-5%	-14%	-9%	i	-0.1
27: CC(=O)c1nccs1
    -0.1%	0%	-4%	-7%	0%	1%	-8%	i	-0.2
28: COc1ccc(C(=O)OCC(=O)N2CCCCC2)cc1[N+](=O)[O-]
    5.3%	2%	6%	-2%	-4%	-1%	-1%	i	0.0
29: COC(=O)C(C)N1C(=O)S/C(=C/c2cc(C)n(C(C)C)c2C)C1=O (stereo not given)
    4.5%	-2%	?	?	-29%	-17%	-3%	i	-3.5
30: Cc1ccc(C(=O)CN(C(=O)c2ccc(Cl)cc2)N2C(=O)CCC2=O)cc1
    -0.3%	1%	-1%	0%	-1%	-3%	-4%	i	1.7

Ordered by value in Nrf2 ARE act (falling): three from the list above
no. | Compound | Nrf2 ARE act | Mm-Cpn inhibitor | TGFb SMAD3 inh | pAkt inh | CCT chaperon mod
24 | O=C(c1cc2cc(Br)ccc2o1)N1CCOCC1 | 0.4% | 1% | 26% | i | -1.7
25 | CCCCn1cc(C(C)(C)C)c(C#N)c1NC(C)=O | 0.0% | -1% | -9% | i | -0.1
2 | CCc1ccccc1NC(=O)c1cc([N+](=O)[O-])ccc1N1CCOCC1 | -0.1% | -1% | 11% | i | -2.0

Following part:
Values in the order: Nrf2 ARE act	Mm-Cpn inhibitor	Nrf2 inh	A549 viability	HepG2 tox	TGFb SMAD3 inh	Abeta rescue	pAkt inh	CCT chaperon mod
31: O=C(CSc1nc2c([nH]c3ccccc32)c(=O)n1-c1ccccc1)N1CCc2ccccc21
    4.4%	.	.	-1%	-10%	-1%	-13%	.	.
32: O=C1CC(c2nc3ccccc3[nH]2)CN1c1ccccc1 (stereo not given)
    0.1%	2%	?	25%	4%	-9%	3%	i	-1.3
33: COC(=O)c1[nH]c(C)c(/C(O)=C2\C(=O)C(=O)N(CCN(C)C)C2c2ccccc2OC)c1C (stereo not given)
    3.4%	-2%	1%	2%	-12%	-3%	1%	i	0.3
34: Cc1cc(OCC(=O)OCC(=O)c2c(N)n(C)c(=O)n(C)c2=O)ccc1Cl
    -0.5%	0%	-10%	10%	-34%	-18%	-9%	i	-1.4
35: COc1ccccc1CNC(=O)c1cc2cccc3c2n1CC(C)S3 (stereo not given)
    3.4%	.	-11%	?	-37%	0%	?	.	.
36: C[C@@H]1CN([C@@H](C)CO)C(=O)CCCn2nncc2CO[C@H]1CN(C)Cc1ccncc1
    1.5%	.	.	.	-11%	29%	-12%	i	2.1
37: Cc1ccc(CNc2nc3cc(-c4ccccc4C)sc3c(=O)n2C)c(C)c1
    4.4%	.	.	.	9%	?	-22%	.	-1.7
38: CC(C)[C@H](CN1CCC[C@H]1CN1C(N)=NC[C@H]1C(C)C)N1C[C@@H](Cc2ccccc2)N(CCCC2CCCC2)C1=N
    0.2%	2%	1%	8%	-5%	20%	-17%	i	-3.6
39: COc1cccc(C2=CC(c3ccccc3F)n3ncc(C(=O)Nc4ccc(F)cc4)c3N2)c1 (stereo not given)
    0.9%	.	?	0%	-20%	?	0%	.	.
40: Cc1ccc(N2CC(NC(=O)c3cccc(Cl)c3)CC2=O)cc1C (stereo not given)
    0.0%	.	.	-1%	-7%	-5%	0%	.	.
41: Cc1cc(NC(=O)CCC(=O)N(Cc2ccco2)C2(C(=O)NC3CCCC3)CCCCC2)no1
    -0.9%	-3%	1%	-11%	-57%	?	-16%	i	-0.9
42: COc1cc(NC(=O)C2=CC(c3cccs3)=NS(=O)(=O)N2C)cc(OC)c1OC
    2.0%	1%	?	-19%	-4%	8%	1%	i	-1.6
43: Nc1nn(-c2cccc(F)n2)cc1-c1ccc(Cl)cc1
    3.6%	2%	?	-2%	-2%	15%	-4%	i	-1.4
44: O=C(COC(=O)c1cccc(-n2cnnn2)c1)Nc1c(Cl)cccc1C(F)(F)F
    2.3%	-2%	1%	5%	15%	21%	-2%	i	-4.0
45: CC1(C)CC(=O)C=C(NNC(=O)c2ccc(N)cc2)C1
    -0.7%	0%	4%	-5%	0%	-1%	19%	i	-1.3

Part of the list above in order of count of non-hydrogen atoms, lowest first:
Values in the order: Nrf2 ARE act	Mm-Cpn inhibitor	Nrf2 inh	A549 viability	HepG2 tox	TGFb SMAD3 inh	Abeta rescue	pAkt inh	CCT chaperon mod
35: COc1ccccc1CNC(=O)c1cc2cccc3c2n1CC(C)S3 (stereo not given)
    3.4%	.	-11%	?	-37%	0%	?	.	.
44: O=C(COC(=O)c1cccc(-n2cnnn2)c1)Nc1c(Cl)cccc1C(F)(F)F
    2.3%	-2%	1%	5%	15%	21%	-2%	i	-4.0
31: O=C(CSc1nc2c([nH]c3ccccc32)c(=O)n1-c1ccccc1)N1CCc2ccccc21
    4.4%	.	.	-1%	-10%	-1%	-13%	.	.

Screening results from PubChem.
